# Screening data: PubChem, The Scripps Research Institute Molecular Screening Center
# HTRA1 inh: inhibitors of human serine peptidase HTRA1; Q92743; recombinant HTRA1, FP-rhodamine activity-based probe, fluorescence polarization; inhibition, % at 5.96 µM; hit rate 0.5% among 340,000; in the data active = inhibition above about 36%;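 note: 0% = enzyme with DMSO and 100% = wells lacking enzyme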
# Target sequence (Q92743 whole entry, looked up): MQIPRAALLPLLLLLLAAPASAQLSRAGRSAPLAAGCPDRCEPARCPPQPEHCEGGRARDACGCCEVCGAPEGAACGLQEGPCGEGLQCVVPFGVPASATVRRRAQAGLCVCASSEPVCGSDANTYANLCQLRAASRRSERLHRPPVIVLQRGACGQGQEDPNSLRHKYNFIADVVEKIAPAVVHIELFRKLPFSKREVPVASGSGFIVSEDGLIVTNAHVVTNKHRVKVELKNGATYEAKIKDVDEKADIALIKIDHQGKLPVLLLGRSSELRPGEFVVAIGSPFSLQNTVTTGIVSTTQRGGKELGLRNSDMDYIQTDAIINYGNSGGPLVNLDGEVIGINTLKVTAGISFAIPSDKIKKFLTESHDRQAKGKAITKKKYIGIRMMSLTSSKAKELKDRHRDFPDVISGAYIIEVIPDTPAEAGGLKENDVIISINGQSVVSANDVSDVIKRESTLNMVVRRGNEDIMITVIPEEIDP
# Tn7 DDE FP: DD(E)-Tn7 binding inhibition, primary FP screen; P02675; FP displacement of FITC-Tn7 peptide from fibrin DD(E); 0% = median of compound wells per plate; hit rate 0.13% among 370,000; inhibition, % at 8.3 µM;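 active = inhibition above the mean of compounds falling within the control limits plus 3 SD of them, cut at about 14% in these data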;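 note: 0% = plate median of compound wells and 100% = 10 µM Aha-Tn7 peptide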
#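 Assay system: Fibrin-DD(E) protein isolated from polymerized human fibrin clots; read-out basis: percent inhibition; medium: Tris/NaCl/CaCl2 buffer, pH 7.8; signal: FP measurement; incubation: 10 min plus 3 h, room temperature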
# TDP2 absorb: TDP2 (human) inhibition, absorbance primary screen; O95551; recombinant TDP2, T5PNP hydrolysis, p-nitrophenol absorbance 415 nm; inhibition, % at 12.8 µM; hit rate 0.34% among 370,000; AID 720702;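 active = inhibition above the mean of all tested compounds plus 3 SD, set per campaign, cut at about 25% in these data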;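 note: 0% = DMSO with enzyme and 100% = buffer with substrate but no TDP2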
#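 Incubation: 2 h at 37 °C; Test system: recombinant human TDP2; Quantity: enzyme 120 nM; Read-out basis: percent inhibition; Medium: 50 mM Tris-HCl pH 7.5 with Mg2+, KCl, DTT, BSA; Repeats: single replicate; Compound: 12.8 µM single point, 1% DMSO; Signal: epi absorbance; Reagent: 5 mM T5PNP chromogenic substrate; Benchmarks: no-enzyme high, DMSO-plus-enzyme low.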
# SIAE inh: human SIAE inhibition, primary screen. Q9HAT2. SIAE FP-Rh probe binding, fluorescence polarization. inhibition, % at 9.66 µM. hit rate 0.69% among 370,000. AID 1053197;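 active = inhibition above a cutoff: mean of compounds within the control limits plus 3 SD of those, cut at about 17% in these data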;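 note: 0% = plate median of compound wells and 100% = probe without SIAE protein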
# PRMT1 inh: blocks human protein arginine methyltransferase 1 | recombinant PRMT1, activity-based probe fluorescence polarization | inhibition, % at 2.79 µM | hit rate 1.3% among 370,000;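 active = inhibition above about 21% made by adding two undisclosed values, limit read from the data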
# mABHD4 FP: inhibitors of mouse ABHD4; Q8VD66; purified mABHD4, FP-Rh probe fluorescence polarization; inhibition, % at 8.92 µM; hit rate 0.54% among 370,000;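 active = inhibition exceeding the mean over every tested compound plus 3 SD, cut at about 30% in these data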;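 note: 0% = plate median of compound wells and 100% = S159A mutant with DMSO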
# Target sequence (Q8VD66 whole entry, looked up): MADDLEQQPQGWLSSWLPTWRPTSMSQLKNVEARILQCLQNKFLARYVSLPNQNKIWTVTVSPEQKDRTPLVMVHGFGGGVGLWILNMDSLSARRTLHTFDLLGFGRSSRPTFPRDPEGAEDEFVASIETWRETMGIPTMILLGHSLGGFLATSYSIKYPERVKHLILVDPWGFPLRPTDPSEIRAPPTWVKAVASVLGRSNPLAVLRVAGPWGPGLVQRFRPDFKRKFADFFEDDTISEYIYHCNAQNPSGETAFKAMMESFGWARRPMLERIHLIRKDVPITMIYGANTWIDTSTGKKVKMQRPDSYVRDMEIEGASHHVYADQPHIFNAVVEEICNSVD
#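 System: mouse ABHD4 enzyme, wild type / Medium: HEPES pH 7.0, NaCl, Pluronic buffer / Reagent: FP-Rh activity-based fluorescent probe / Control set: S159A mutant high control, sample median low control / Detection: fluorescence polarization with parallel and perpendicular emission, 525/598 nm / Schedule: 45 min + 60 min at 25 °C / Compound dosing: 8.92 µM, single dose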
# TCR CD3 inh: blocks the human TCR-CD3 interaction; TAMRA-labeled TCR probe fluorescence, biochemical; inhibition, % at 9.4 µM; hit rate 0.37% among 360,000; in the data active = inhibition above about 19%;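 note: recombinant mutant TCR 2C K166C tagged with TAMRA read by polarization; 0% = receptor in buffer alone and 100% = receptor with positive control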
# LEDGF integ inh: blocks HIV-1 LEDGF/p75-dependent DNA integration; hit rate 0.64% among 370,000; TR-FRET IN-LEDGF/p75 DNA integration, Eu/Cy5; inhibition, % at 3.7 µM;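 active = inhibition above the screen-wide mean plus 3 SD, cut at about 13% in these data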;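 note: signal is the Cy5 over europium emission ratio at 671 and 618 nm; 0% = plate median of compound wells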
# PG9 binder: PG9 antibody binding by small molecule; TR-FRET gp120-PG9 antibody binding; inhibition, % at 6.7 µM; hit rate 0.43% among 360,000; AID 624416; in the data active = inhibition above about 8.5%
# UHRF1 MBD2 ctr: blocks human UHRF1 binding to methylated DNA; Q96T88; UHRF1 binding to methylated oligo, TR-FRET; inhibition, % at 4.4 µM; hit rate 0.75% among 370,000; in the data active = inhibition above about 21%;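 note: UHRF1 SRA domain binding a hemimethylated CpG hairpin DNA probe; 0% = median of test compound wells and 100% = reference inhibitor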
# * marks the source's active call; other numbers are inactive results; / = not tested or not shown.
HTRA1 inh	Tn7 DDE FP	TDP2 absorb	SIAE inh	PRMT1 inh	mABHD4 FP	TCR CD3 inh	LEDGF integ inh	PG9 binder	UHRF1 MBD2 ctr	SMILES
6	0	-11	-1	2	-8	0	1	-2.7	-1	Cc1cc(C)c(NC(=O)COc2ccc(-n3cnnn3)cc2)c(C)c1
-12	-2	3	4	-2	5	0	0	-0.7	-1	COCCOC(=O)C1=C(C)N(c2ccccc2)C(=S)NC1c1ccccc1C(F)(F)F (configuration not stated)
2	0	3	2	-4	3	3	3	0.1	9	Cc1cc(SCC(=O)Nc2ccccc2C)nc(C)n1
18	3	-12	-8	-2	3	3	-1	0.2	0	O=C(C1CC1)n1cc(C(=S)N2CCOCC2)c2ccccc21
2	-3	6	-1	-2	-1	0	-3	-2.0	4	O=C(c1ccccc1[N+](=O)[O-])N1CC2C3C=CC(C3)C2C1 (configuration not stated)
2	-7	2	12	-7	-1	-4	1	0.0	-1	COc1cccc(CN(C)CC(=O)NCc2ccc(F)cc2)c1OC
-2	4	2	0	0	2	4	1	-1.4	11	O=C(O)C1CSC2(c3ccc(F)cc3)CCC(=O)N12 (configuration not stated)
/	-8	3	-1	0	3	5	3	1.8	0	CCCCNC(=O)C1(C)CCCCN1C(=O)c1cc2ccccc2s1 (configuration not stated)
-5	3	4	-4	2	-1	3	3	-0.8	2	COc1cccc(CN(C)Cc2nc(Cc3ccccc3Cl)no2)c1
0	1	5	3	3	3	-2	1	0.5	-1	CCOc1ccc(NC(=O)CCC(=O)NNS(=O)(=O)c2ccccc2[N+](=O)[O-])cc1
-14	0	-8	-3	-1	-1	-5	0	-0.9	-4	CCOC(=O)c1ccccc1NC(=O)COC(=O)CCC(=O)c1ccccc1
-9	-4	-2	-8	1	2	14	-1	0.4	5	CCC(=O)Nc1cccc(NC(=O)c2ccc3c(c2)OCCO3)c1
-1	-3	9	2	-3	4	-2	-2	1.3	-3	Cc1ccc(C)c(Cn2nnc3c(=O)[nH]c(C(=O)NCC4CCCO4)nc32)c1 (configuration not stated)
2	-4	4	1	-6	-2	-1	1	-0.6	-3	O=C(Cn1cc2c(n1)CCCCC2)NC1CCN(Cc2ccccc2)CC1
-6	5	10	-5	-4	1	11	1	0.2	-4	CCCN(CCC)CCNC(=O)C1CCN(S(=O)(=O)c2cccc3nsnc23)CC1
1	0	-12	2	0	-3	-3	0	-0.7	7	CCOc1ccc(C(C)(C)C)cc1S(=O)(=O)N1CCOCC1

# Full records from above. Order of screens: HTRA1 inh, Tn7 DDE FP, TDP2 absorb, SIAE inh, PRMT1 inh, mABHD4 FP, TCR CD3 inh, LEDGF integ inh, PG9 binder, UHRF1 MBD2 ctr
# Listed for CCOc1ccc(C(C)(C)C)cc1S(=O)(=O)N1CCOCC1 → 1, 0, -12, 2, 0, -3, -3, 0, -0.7, 7
# Listed for CCOC(=O)c1ccccc1NC(=O)COC(=O)CCC(=O)c1ccccc1 → -14, 0, -8, -3, -1, -1, -5, 0, -0.9, -4
# Listed for O=C(Cn1cc2c(n1)CCCCC2)NC1CCN(Cc2ccccc2)CC1 → 2, -4, 4, 1, -6, -2, -1, 1, -0.6, -3
# Listed for CCC(=O)Nc1cccc(NC(=O)c2ccc3c(c2)OCCO3)c1 → -9, -4, -2, -8, 1, 2, 14, -1, 0.4, 5

# Further structures.
HTRA1 inh	Tn7 DDE FP	TDP2 absorb	SIAE inh	PRMT1 inh	mABHD4 FP	TCR CD3 inh	LEDGF integ inh	PG9 binder	UHRF1 MBD2 ctr	SMILES
3	-7	-5	-2	-2	-7	0	0	-1.4	-3	Cc1nn2c3ccccc3n(C)c2nc1=O
-7	3	-8	1	-2	1	4	2	1.7	0	COc1ccc(OCCCn2c(=O)oc3ccccc32)cc1
10	-4	4	5	-3	7	-1	-2	-1.3	-3	CCOC(=O)Cc1nnc(NC(=O)c2ccco2)s1
10	-7	-5	-3	-1	-3	10	2	-0.7	-2	COc1ccccc1/C=N/NC(=O)Cn1cnc([N+](=O)[O-])n1
-24	0	3	-5	5	-1	-1	-4	-1.4	2	O=C(Nc1ccc(F)cc1F)NC1CCCCCCC1
1	-10	-4	-3	0	9	6	1	-0.3	1	O=C(NC1CCCC1)C(c1cccnc1)N(C(=O)c1csnn1)C1CCCC1 (configuration not stated)
2	-1	-10	-7	-2	0	3	5	0.6	2	NC(=O)NC(=O)COC(=O)[C@H](Cc1ccccc1)NC(=O)c1cccs1
/	-4	0	-3	-2	-2	/	5	/	-3	Cc1ccccc1C(=O)N(C)[C@H]1C[C@H]2c3[nH]c4c(-c5ccc6c(c5)OCO6)cccc4c3CCN2C[C@H]1[C@H](C)O
-5	-2	7	12	0	1	1	1	0.1	0	COc1ccccc1NC(=O)N(CCN(C)C)Cc1cc2cc(C)ccc2[nH]c1=O
-4	9	4	-2	-2	0	6	-2	-0.6	0	O=C(Cn1c(=O)oc2cc(S(=O)(=O)N3CCCC3)ccc21)N1CCN(c2ccccc2)CC1
-32	5	3	-16	-3	-38	5	0	1.5	-3	Cc1cc(C2(c3ccc(O)c(C)c3)C(=O)N(C)c3ccc(Br)cc32)ccc1O
7	1	10	0	-3	1	6	5	0.0	-1	CCOCCCNC(=O)c1ccc(Cn2c(=O)[nH]c3ccsc3c2=O)cc1
-10	-12	-11	-5	-3	1	6	4	-0.2	-1	Cc1cccc(NC(=O)c2ccc(S(=O)(=O)N(C)C)cc2)c1
24	1	0	1	6	11	0	-4	-0.2	-3	CCN=C1NN=C(c2cc(C)n(CCc3ccccc3)c2C)CS1
/	7	-4	-9	3	5	/	2	/	0	C[C@H]1[C@@H](OC(=O)NCCc2ccccc2)CC[C@@]23CCCN2C(=O)CCC[C@@H]13
2	1	-1	-2	-2	2	1	2	-1.1	1	CC(NC(=O)CCN1C(=O)c2ccccc2C1=O)c1ccc2c(c1)CCCC2 (configuration not stated)

# Limited to PRMT1 inh and PG9 binder (4 entries from above):
SMILES	PRMT1 inh	PG9 binder
CC(NC(=O)CCN1C(=O)c2ccccc2C1=O)c1ccc2c(c1)CCCC2 (configuration not stated)	-2	-1.1
O=C(Cn1c(=O)oc2cc(S(=O)(=O)N3CCCC3)ccc21)N1CCN(c2ccccc2)CC1	-2	-0.6
CCN=C1NN=C(c2cc(C)n(CCc3ccccc3)c2C)CS1	6	-0.2
CCOCCCNC(=O)c1ccc(Cn2c(=O)[nH]c3ccsc3c2=O)cc1	-3	0.0

# More structures.
HTRA1 inh	Tn7 DDE FP	TDP2 absorb	SIAE inh	PRMT1 inh	mABHD4 FP	TCR CD3 inh	LEDGF integ inh	PG9 binder	UHRF1 MBD2 ctr	SMILES
5	-8	11	3	1	4	2	0	-2.2	1	CCOc1ccc(-c2nnc(SCC(=O)O)n2Cc2ccccc2)cc1
1	-1	1	0	2	-1	7	-2	-2.5	2	COC(=O)CN(C#N)c1nc(NC(C)C)nc(NC(C)C)n1
-61	7	-3	-4	1	-15	1	-1	0.2	1	C=CCC[C@H](Cc1ccc(F)cc1)C(=O)OC[C@@H](Cc1c[nH]c2ccccc12)NC(=O)[C@@H](CC=C)CC(=O)N(CCO)Cc1ccccc1
-19	2	-6	2	26*	0	-2	-1	-0.5	9	CCOC(=O)c1sc(N)c(C(=O)Nc2ccccc2OC)c1C
-5	-3	-10	-8	3	-2	-3	1	-3.4	-1	COc1cc(OC)cc(-c2c(-c3cccs3)c3cc(-c4ccc(CN5CCOCC5)cc4)ccc3n2C)c1
-76	-2	4	5	4	-1	-5	-4	-1.6	2	Clc1ccc(/C=C\c2nccc3c2[nH]c2ccccc23)cc1
-6	0	5	0	0	-3	-3	-2	-0.1	0	COc1ccccc1N1CCN(C(c2cccs2)C(C)NC(=O)c2cccs2)CC1 (configuration not stated)
4	2	-3	3	-3	9	0	1	-1.1	-5	Cc1ccc(N=Nc2c(N)nn(-c3ccccc3)c2N)cc1
-9	11	2	-13	0	2	-2	4	2.7	2	CC(C)CCn1nc(C(=O)Nc2nc3c(s2)CCCC3)c2ccccc2c1=O
6	-5	-5	2	4	3	0	-6	-4.5	-99	Cc1ccc2c(c1)S/C(=C/c1ccc[n+](CCO)c1)N2C
2	5	7	12	2	-3	-3	2	1.3	0	Cc1ccc(CNC(=O)C2CSC3(C)CCC(=O)N23)cc1 (configuration not stated)
-5	2	6	-1	2	3	-3	-1	2.2	2	COc1ccc(Oc2nnnn2-c2ccccc2)cc1
-2	2	-6	1	-1	7	9	1	2.0	20	COC(=O)c1ccc(C(=O)OC)c(NC(=O)Cc2cccs2)c1
-60	3	-16	-53	45*	-56	-6	3	-3.6	-4	c1coc(C2Nc3ccccc3-c3nc4ccccc4n32)c1 (configuration not stated)
36*	2	-19	9	-3	22	29*	-4	-3.6	1	C/C(=N\NC(=O)c1ccc(-c2ccccc2)cc1)C1C(=O)c2ccccc2C1=O
-2	5	1	-6	-2	-5	2	-1	22*	7	O=c1oc2cc(O)ccc2c2ccccc12
5	5	4	0	2	2	4	-2	-1.0	1	COc1ccc(C(=O)N(CC2CCCO2)C(C(=O)NC2CCCC2)c2ccc(Cl)cc2)cc1OC (configuration not stated)
1	8	-10	11	2	-4	-8	7	-0.8	-2	Cc1ccccc1OCC(=O)O/N=C(\N)c1ccncc1
-3	-1	-1	3	1	-5	-3	0	3.2	-1	CCc1ccc(C(=O)NCC2COc3ccccc3O2)o1 (configuration not stated)

# No enrichment for hits; any-hit rate near 4.2%.
